# Polio RdRp inh = poliovirus RdRp elongation inhibitors, primary screen, biochemical, fluorescence polarization, total intensity | Genome polyprotein (Poliovirus type 1 (strain Mahoney)), P03300 | hit rate 0.66% among 150,000 | poliovirus polymerase elongation; stronger effect = lower value | % elongation, % (compound at 16.7 µg/mL); in the data active means % elongation below about 90%; further: some results filed as inactive read as strong as hits
# Target sequence (P03300 1749-2209 limits assumed): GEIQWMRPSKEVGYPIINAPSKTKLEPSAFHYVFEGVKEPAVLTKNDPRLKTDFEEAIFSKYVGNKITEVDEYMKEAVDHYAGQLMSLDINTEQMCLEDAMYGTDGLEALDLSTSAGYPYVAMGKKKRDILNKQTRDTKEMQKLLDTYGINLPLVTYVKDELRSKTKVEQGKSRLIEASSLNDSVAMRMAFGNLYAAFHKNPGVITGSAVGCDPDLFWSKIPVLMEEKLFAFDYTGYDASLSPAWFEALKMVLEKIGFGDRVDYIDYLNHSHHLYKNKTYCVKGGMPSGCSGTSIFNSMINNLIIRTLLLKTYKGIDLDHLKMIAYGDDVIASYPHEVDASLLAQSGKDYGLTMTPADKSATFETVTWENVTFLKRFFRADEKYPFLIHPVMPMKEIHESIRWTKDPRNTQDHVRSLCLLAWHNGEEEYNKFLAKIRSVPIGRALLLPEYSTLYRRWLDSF
# Polio RdRp inh FP z-score = also measured in Polio RdRp inh; calls as there; z-score; measured here: FP z-score; hits read low
# * hit, by the source's call. An excerpt; count on the stated rates, not on these rows.
Compound,Polio RdRp inh,Polio RdRp inh FP z-score
Cc1nc2c(sc3nc4c(cc32)COC(C)(C)C4)c(=O)n1Cc1ccco1,101.0,0
O=C(O)CC1(O)C(=O)N(Cc2ccccc2)c2ccccc21 (centres undefined),106.0,0.3
O=C(Nc1cccc(Cl)c1)n1ncc2cc(Cl)ccc21,103.0,-0.5
COc1cccc(S(=O)(=O)N2CCN(Cc3ccc4c(c3)OCO4)CC2)c1,108.0,1.1
CC(C)n1cc(C(=O)N(C2CC2)C(C(=O)NC2CCCC2)c2ccccc2)cn1 (centres undefined),106.0,1.6
CC(C)(C)C(=S)Nc1cccc(Cl)c1,101.0,-0.4
COc1ccc(NC(=O)Cn2c(=O)n(-c3cc(C)cc(C)c3)c(=O)c3oc4ccccc4c32)cc1OC,108.0,0.2
Cc1cc(C(=O)Cn2cnnc2C#N)c(C)n1-c1ccc(OC(F)(F)F)cc1,106.0,0.9
O=C1C=CC(=O)N1c1ccccc1F,104.0,0.5
CC1CCCN(C(=O)CCNS(=O)(=O)c2ccc3c(c2)c(=O)n(C)c(=O)n3C)C1 (centres undefined),101.0,0
O=C(CCC(=O)N1CCCC1)Nc1nc(-c2cc3cc(Br)ccc3oc2=O)cs1,104.0,0.6
COc1ccc(C(=O)Oc2c(C)occc2=O)cc1,101.0,0
COc1cccc(-c2cc(C(F)(F)F)nc(NCc3ccc(F)cc3)n2)c1,100.0,-1.5
O=C(C(Cc1ccccc1)n1cccc1)N1CCN(c2ccccc2)CC1 (centres undefined),101.0,-0.3
CCCn1c2ccccc2c2cnn(CC(=O)N(CCCOC(C)C)Cc3ccco3)c(=O)c21,103.0,-0.7
O=C(CN1C(=O)c2ccccc2C1=O)OCC(=O)c1ccc[nH]1,112.0,1.2
O=C(NC1(C(F)(F)F)N=C(c2ccccc2)N(C2CCCCC2)C1=O)c1ccccc1F (centres undefined),103.0,-0.6
O=C(COC(=O)c1cc(-c2ccccc2)nn1-c1ccccc1)Nc1cccc(F)c1,101.0,-0.3
O=C(O)C1CCCCC1C(=O)N1CCCc2ccccc21 (centres undefined),103.0,0.3
CCc1c(C(=O)NC(C)C2CCCO2)csc1C (centres undefined),101.0,-0.8
CCOC(=O)Cn1c(=O)oc2cc(S(=O)(=O)N3CCN(c4cccc(Cl)c4)CC3)ccc21,104.0,0.1
O=S(=O)(Nc1ccc(Br)cc1)c1ccc2nc(-c3ccccc3)[nH]c2c1,113.0,1.2
CCOc1ccc(CNc2ccc(N3CCN(Cc4ccccc4)CC3)cc2)cc1,99.0,-0.8
COC(=O)c1cc(OC(=O)c2ccc(=O)[nH]c2)cc(C(=O)OC)c1,99.0,-1
COc1ccc2nc3oc(C(=O)NCCCN4CCc5ccccc5C4)cc3cc2c1,102.0,0.4
CN1CCc2c(sc(NC(=O)CSc3ccc(F)cc3)c2-c2nc3ccccc3s2)C1,116.0,2.1
COc1ccc(NC(=O)Cc2csc(COc3cccc(C)c3)n2)cc1OC,106.0,-0.1
CCOC(=O)c1c(C)[nH]c(CCC(=O)Nc2c(C)cccc2CC)c1C,107.0,-0.3
N/C(=N\S(=O)(=O)c1ccc(Br)cc1)c1ccc(Cl)cc1,103.0,0.4
COc1ccc(CNC(=O)c2cnn(-c3ccc(F)cc3)c2-n2cccc2)cc1,108.0,0.2
Cc1ccc2c(c1)cc(C(=O)NCc1ccc(F)cc1)n2C,111.0,0.9
CCN(C(=O)CSc1nc2ccccc2n1CC(=O)Nc1cccc(C#N)c1)c1ccccc1,103.0,-0.5
O=C(CSc1nc(-c2ccccc2)nc2c1CCCC2)N1CCOCC1,105.0,0.3
CC(=O)Nc1ccc(C(=O)OCC(=O)N2CCCC2=O)cc1,102.0,0.2
O=C(Nc1ccc2nc3n(c(=O)c2c1)CCCCC3)c1ccccc1Cl,100.0,-0.5
CCOCCCNC(=O)CN1C(=O)COc2ccc(S(=O)(=O)N3CCOCC3)cc21,103.0,-0.7
COc1cc(CN2CC=C(c3ccc(F)cc3)CC2)cc(OC)c1,98.0,-1
O=C(CN1CC(=O)Nc2ccccc21)Nc1ccc2c(c1)OCCCO2,109.0,0.7
CCc1ccccc1NC(=O)CSc1nc(-c2ccccc2OC)nc2c1Cc1c(CO)cnc(C)c1O2,107.0,0.1
CCCSc1ncnc2sc3c(c12)CCCC3,103.0,0
Cn1c(=O)cc(SCC(=O)N2CCN(c3ccccc3F)CC2)c2cc(Cl)ccc21,110.0,1.4
CCC(=O)Nc1ccc(C)cc1-c1nc2ccccc2n(C(C)C(=O)Nc2ccccc2CC)c1=O (centres undefined),109.0,0.4
O=C(Nc1ccccc1)Nc1c[nH]c2ccccc12,102.0,0.1
CCc1ccc(OCC(=O)N(C)C2CCS(=O)(=O)C2)cc1 (centres undefined),102.0,-0.2
C=CCN1C(=O)C(C(C)CC)NC1=S (centres undefined),101.0,-0.3
CCN(CC)C(=O)C1CCN(S(=O)(=O)c2ccc3c(c2)CCCN3C(C)=O)CC1,109.0,0.4
O=C(CCOc1ccccc1)OCCN1CCCC1=O,102.0,0.2
CC1CCCCC1NC(=O)CN1C(=O)c2cccc(N)c2C1=O (centres undefined),105.0,0.3
COc1cc(NC(=O)CCc2c(C)nn(-c3ccc(N4CCCCC4)nn3)c2C)cc(OC)c1OC,104.0,-0.4
CC1=NN(c2cccc(SC(F)F)c2)C(=O)C1,103.0,0.3

# Entries of single compounds, looked up by structure. Values in the order: Polio RdRp inh | Polio RdRp inh FP z-score
# Shown for CCOCCCNC(=O)CN1C(=O)COc2ccc(S(=O)(=O)N3CCOCC3)cc21 : 103.0 | -0.7
# Shown for O=C(CN1CC(=O)Nc2ccccc21)Nc1ccc2c(c1)OCCCO2 : 109.0 | 0.7

# Back to the main list, starting four compounds before the break.
Compound,Polio RdRp inh,Polio RdRp inh FP z-score
O=C(CCOc1ccccc1)OCCN1CCCC1=O,102.0,0.2
CC1CCCCC1NC(=O)CN1C(=O)c2cccc(N)c2C1=O (centres undefined),105.0,0.3
COc1cc(NC(=O)CCc2c(C)nn(-c3ccc(N4CCCCC4)nn3)c2C)cc(OC)c1OC,104.0,-0.4
CC1=NN(c2cccc(SC(F)F)c2)C(=O)C1,103.0,0.3
CSc1ccc(CCNC(=O)c2ccc(CS(=O)c3cccc(C)c3)o2)cc1 (centres undefined),101.0,-0.3
O=C(c1cc2ccccc2o1)N1CCN(c2ccccc2)CC1,96.0,-2.7
O=C(COC(=O)C1=COCCO1)Nc1ccccc1,102.0,-0.5
CCCCOc1ccc(C(=O)Oc2cc(C(=O)OC)nn2C)cc1,101.0,-0.1
O=C1CSC2N1CCNC21CCCCC1 (centres undefined),102.0,0
Cc1cc(CNCc2nnc3ccccn23)c(C)n1-c1ccnn1C(C)C,98.0,-0.5
O=C(NCC1CCCO1)c1ccccc1NC(=O)C1CC1 (centres undefined),104.0,0.7
Cc1ccc(CNC(=O)c2cc(-c3ccccc3)n[nH]2)cc1,105.0,0.6
COc1c2ccoc2cc2oc(=O)ccc12,100.0,0.4
COCCCNC(=O)CSc1nc(-c2cccc(F)c2)[nH]c1-c1ccccc1,106.0,-1.7
CCCCNc1nc2c(c(=O)n(Cc3ccc(Cl)cc3)c(=O)n2C)n1C,114.0,1.7
O=C(CC1CC2CCC1C2)N(Cc1nnc(-c2ccccc2Cl)o1)C1CC1 (centres undefined),106.0,0.4
COc1ccc(-c2cc(C)no2)cc1S(=O)(=O)NCc1cccs1,115.0,1.7
CCN(CC)C(=O)c1cc(-c2ccc(Cl)c(Cl)c2)on1,100.0,-0.5
CC(C)NC(=O)c1cnn(-c2cccc(F)c2)c1-n1cccc1,99.0,-1.1
N#CCCSc1nsc(N)n1,103.0,0.5
COC(=O)C1=CN(Cc2ccc(Cl)cc2)C=C(C(=O)OC)C1c1cccc(Cl)c1,102.0,0.1
N#CC(C#N)(Cc1ccccc1)Cc1ccccc1,105.0,0.1
COc1cccc(/C=C/c2nc(C#N)c(N3CCCCCC3)o2)c1,100.0,-1.9
CC(C)=NNC(=O)Cc1cn2ccsc2n1,104.0,0.1
NC(=O)c1cc(-c2ccccc2)sc1N,104.0,0.2
Cc1ccc(CNC(=O)C(=O)NCC(c2ccco2)S(=O)(=O)c2cccs2)cc1 (centres undefined),110.0,0.7
NC(N)=NC(N)=Nc1cccc(C(=O)O)c1,104.0,0.3
Cc1nc(CNS(=O)(=O)c2cccs2)cs1,103.0,0.3
COc1ccc2oc(-c3ccc(OC)c(OC)c3)cc(=O)c2c1,101.0,0.2
Cc1nnc2c3ccccc3nc(Nc3ccc4c(c3)OCCO4)n12,101.0,-0.1
O=C(CSc1nc2scc(-c3ccccc3)c2c(=O)n1-c1ccccc1)c1ccco1,103.0,0.2
CS(=O)(=O)N(c1ccccc1)C1CSC1,106.0,2.2
CCn1c(C(=O)NCc2ccc(Cl)cc2)cc2oc3ccccc3c21,103.0,0.3
Cc1ccc(OCc2n[nH]c(=S)n2C2CCCCC2)c2c1CCC2,99.0,-0.8
COc1ccc(CNC(=O)c2ccc(CSc3nc4ccncc4n3Cc3ccccc3F)cc2)cc1,108.0,-0.6
Cc1cccc(NC(=O)CN2C(=O)CCc3ccccc32)c1C,102.0,-0.8
CCn1c(=O)n(-c2ccccc2)c(=O)c2c3c(sc21)CN(C(C)=O)CC3,104.0,0.7
COCCNC(=O)c1nnc(Cc2ccc(OC)c(OC)c2)o1,102.0,0.3
CC(C)C(NC(N)=O)C(=O)O (centres undefined),101.0,-0.2
COc1ccc(OC)c(CNC(=O)c2cc3ccc4cccnc4c3[nH]2)c1,107.0,0
Cc1ccc(S(=O)(=O)NCCc2cc3ccc(C)cc3[nH]c2=O)cc1,99.0,-0.6
COc1ccc2[nH]c(C)c(CCN(Cc3cccs3)C(=S)Nc3cccc(C)c3)c2c1,17.0,-11.5
O=C(CN1C(=O)N(c2ccc(Cl)cc2)S(=O)(=O)c2ccccc21)N1CCCc2ccccc21,104.0,0.7
COC(=O)c1ccccc1NC(=O)Cn1c(=O)n(-c2ccc(C)cc2)c(=O)c2ccccc21,106.0,-0.1
c1ccc(C2=N[C@H](c3ccccc3)[C@H](c3ccccc3)N2)cc1,106.0,0.4
O=C(N/N=C/C=C/c1ccccc1)c1n[nH]c2c1CCC2,101.0,0
CCOC(=O)C1=C(CC)Nc2ccccc2N=C1N,100.0,-0.4
CCOc1ccc(CNCc2c(C(=O)O)n(Cc3ccc(OC)cc3)c3ccccc23)cc1,109.0,0.3
COc1ccc(N2C(=O)CC(C(=O)NC3CCCCC3)C2c2ccc(F)cc2)cc1 (centres undefined),103.0,0.1
COc1ccc(OCC(=O)Sc2ccc(Cl)cc2)cc1,81.0*,-2.1*
COc1cccc(CNCC(=O)N2C(C)CCCC2C)c1 (centres undefined),99.0,-0.8
COc1ccc(S(=O)(=O)NCC(c2ccco2)S(=O)(=O)c2cccs2)cc1C (centres undefined),111.0,1.1
Cc1ccc(-n2ncc(C(=O)Nc3c(Cl)cccc3Cl)c2C2CCNCC2)cc1,94.0,-0.8
O=S(=O)(c1ccc(OC(F)(F)F)cc1)N1CCC(c2nnnn2-c2ccc(F)cc2)CC1,103.0,-0.9

# Following part:
Compound,Polio RdRp inh,Polio RdRp inh FP z-score
O=C(Cc1n[nH]c(=O)c2ccccc12)NCCN1C(=O)S/C(=C\c2ccc(F)cc2)C1=O,105.0,0.2
NC(=O)Cc1ccc(C(=O)CSc2nnc(-c3cccs3)n2C2CC2)s1,112.0,1.2
O=C(COC(=O)c1ccc(Br)cc1)NCc1ccccc1,100.0,-0.5
COc1ccc(CNC(=O)C(C)Sc2nc(-c3ccccc3)cc(C(F)(F)F)n2)cc1 (centres undefined),101.0,-0.5
COc1ccc(C)cc1NC(=O)C1CCC(CNS(=O)(=O)c2ccc3c(c2)CCCC(=O)N3)CC1 (centres undefined),112.0,1.1
CCOC(=O)CS(=O)(=O)c1nc(-c2ccccc2)cc(C(F)(F)F)n1,103.0,0.3
COc1ccc(C2CC(=O)c3cc(-c4nc(-c5cccc([N+](=O)[O-])c5)cs4)c(=O)n(-c4ccccc4C)c3C2)cc1 (centres undefined),103.0,0
CCc1ccc(NC(=O)c2cc3c([nH]c2=O)CC(C)(C)CC3=O)cc1,103.0,-0.7
CCS(=O)(=O)N1CCN(CC2CC3C=CC2C3)CC1 (centres undefined),102.0,0.1
O=C(Cn1cnc2ccccc21)NN=C1CCCCCC1,98.0,-0.7
CCCCc1ccc(NC(=O)CS)cc1,100.0,-1
CC1=C/C(=N\NC(=S)Nc2ccc(F)cc2)CC1,104.0,0.1
CCC(=O)N1c2ccccc2CC1C(=O)NCCc1ccc(OC)cc1OC (centres undefined),108.0,0.5
CCc1cc2c(=O)c(-c3nc4ccccc4[nH]3)coc2c(CN2CCCC(C)C2)c1O (centres undefined),102.0,0.3
Cc1cc(C)n2nc(SCC(=O)Nc3ccccc3)nc2n1,104.0,0.1
O=c1cc(-c2ccccc2)nc2nc[nH]n12,104.0,0.4
N#CC1(c2cccc(Br)c2)C(=O)Nc2ccccc21 (centres undefined),101.0,-0.4

# Reprinted at random: 4 compounds from above, in no set order.
Compound,Polio RdRp inh,Polio RdRp inh FP z-score
CCOC(=O)CS(=O)(=O)c1nc(-c2ccccc2)cc(C(F)(F)F)n1,103.0,0.3
Cc1cc(C)n2nc(SCC(=O)Nc3ccccc3)nc2n1,104.0,0.1
CCc1cc2c(=O)c(-c3nc4ccccc4[nH]3)coc2c(CN2CCCC(C)C2)c1O (centres undefined),102.0,0.3
O=C(Cc1n[nH]c(=O)c2ccccc12)NCCN1C(=O)S/C(=C\c2ccc(F)cc2)C1=O,105.0,0.2

# From PubChem BioAssay
